Compound activity from PubChem BioAssay.
CRFR2-BP ag: agonists of human CRF-binding protein/CRF-R2 receptor complex | 0.46% of 350,000 active | AID 588473 | HEK293 CRF-R2/CRF-BP, calcium dye fluorescence (FLIPR); percent of saturating CRF peptide response | activation, % at 13.2 µM;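 active = activation of at least 50%, plus an integration ratio under a set limit after plate pattern correction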;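 note: plate controls were neutral control wells without compound for no effect and CRF at EC100 for full effect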
CRFR2-BP antag: antagonists of CRF-binding protein/CRF-R2 receptor complex. HEK293 CRF-R2/CRF-BP, CRF-induced calcium fluorescence. inhibition, % at 11.8 µM. 0.59% of 350,000 active;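 active = inhibition of the ligand-induced calcium signal above about 50% at the single tested concentration, limit read from the data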
GalR3 antagonist: antagonists of human GalR3; HEK293 GalR3-CNG cAMP membrane potential fluorescence; galR3 body fused to GalR1 C-terminus; AID 651719; inhibition, % at 3 µM; O60755; 0.44% of 360,000 active;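 active = inhibition above the screen-wide average plus 3 SD, cut at about 13% in these data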;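 note: forskolin and galanin both at EC90 stimulate the cells; cAMP rise reported by CNG channel membrane potential dye signal; 0% = forskolin plus galanin with DMSO and 100% = forskolin alone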
Target sequence (O60755 1-299 limits assumed): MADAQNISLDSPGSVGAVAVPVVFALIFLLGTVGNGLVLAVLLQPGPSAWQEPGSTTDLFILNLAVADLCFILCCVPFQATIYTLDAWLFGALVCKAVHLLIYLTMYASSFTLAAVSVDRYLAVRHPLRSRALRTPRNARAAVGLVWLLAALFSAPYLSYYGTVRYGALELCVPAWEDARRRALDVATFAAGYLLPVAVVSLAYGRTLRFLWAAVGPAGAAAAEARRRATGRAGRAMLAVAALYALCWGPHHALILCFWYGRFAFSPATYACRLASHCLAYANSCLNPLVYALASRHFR
* hit, by the source's call. Some of the compounds tested (hit frequency here may not be typical).

SMILES	CRFR2-BP ag	CRFR2-BP antag	GalR3 antagonist
C[C@@H]1ON(C)[C@H]2C[C@H]3c4cc(N5CCOCC5)ccc4CCN3C(=O)[C@@H]12	2.1	-24	-7
C[C@@H]1CN([C@@H](C)CO)C(=O)CCCn2nncc2CO[C@@H]1CN(C)C(=O)Nc1ccccc1	-0.6	-4	-4
Cc1nn(C)c(C)c1NS(=O)(=O)c1ccc(Cl)s1	0.4	-8	-2
Cc1ccc(S(=O)(=O)c2cc3c(=O)n4cccc(C)c4nc3n(CCc3ccccc3)c2=N)cc1C	-0.8	6	0
O=C(Nc1cc(S(=O)(=O)Nc2ccccc2F)ccc1Cl)c1ccc(F)cc1F	2.4	29	-3
COCCN(CC(=O)Nc1cccc(C)c1C)C(=O)/C=C/c1ccc2c(c1)OCCO2	1.1	-17	-6
Cc1ccc(NC(=O)C2CCN(C(=O)c3ccc(F)cc3)CC2)nc1	2.3	10	-1
CCN1C[C@@H]2[C@@H]3C(=O)N(C)C(=O)[C@@H]3[C@](C)(C1=O)N2C(=O)c1ccc(C(C)(C)C)cc1	-1.5	1	-5
CCOc1cc(N2CCOCC2)c(OCC)cc1NC(=O)CSc1nnc(N)s1	-1.7	1	-1
O=C(c1ccc(NS(=O)(=O)c2ccc3[nH]c(=O)[nH]c3c2)cc1)N1CCCCC1	-0.8	-2	-2
COc1cc(S(=O)(=O)Nc2ccc3nc(C)sc3c2)ccc1NC(C)=O	-0.6	3	-7
COc1ccc(CN(CCCn2cnc3c(OC)ncnc32)CCCn2cnc3c(OC)ncnc32)cc1	0.1	-7	-5
COC(=O)C1=C(C)NC(C)=C(C(=O)OC)C1C(=O)OCc1nc2cc(C(=O)OC)ccc2c(=O)[nH]1	-0.1	-2	6
COc1ccc(CNC(=O)COC(=O)c2ccc(C)c(S(=O)(=O)N3CCOCC3)c2)cc1OC	-1.8	-3	-5
O=C1COc2ccc(C(=O)COC(=O)/C=C/c3ccc(Br)o3)cc2N1	-1.1	0	-4
Cc1ccc(S(=O)(=O)N(C)C)cc1NC(=O)c1cc(S(=O)(=O)N2CCCCC2)ccc1N1CCOCC1	-1.1	17	1
Cc1ccc(CN2CC(C(=O)N3CCN(S(=O)(=O)c4cc(C)ccc4C)CC3)CC2=O)cc1 (centres undefined)	-0.5	14	-3
CCSc1nnc(NC(=O)CN2C(=O)N(C)C3(CCCCC3)C2=O)s1	-1.6	12	-1
COc1ccc(C(C)(C)C)cc1NC(=O)CN1C(=O)C(=O)N(Cc2ccco2)C1=O	-0.7	1	-4
CC1(C2CC2)NC(=O)N(CC(=O)Nc2ccc(C(F)(F)F)cc2)C1=O (centres undefined)	0.9	-7	-6
O=C1NC[C@H](Cc2ccccc2)N(C[C@H]2CCCN2C[C@H](Cc2ccc(O)cc2)N2C[C@H](Cc3ccc(O)cc3)N(CC3CCCCCC3)C(=O)C2=O)C1=O	1.4	3	-5
C[C@@H]1CN([C@H](C)CO)C(=O)CCCn2nncc2CO[C@@H]1CN(C)S(=O)(=O)c1ccc(Cl)cc1	-0.5	12	0
CCCCn1c(N)c(N(CC(C)C)C(=O)CCNC(=O)c2ccc([N+](=O)[O-])cc2)c(=O)[nH]c1=O	-0.1	-6	-2
Cc1cc(=O)c2c([nH]1)c(C)cc1[nH]c(C)c(C)c12	4.1	-6	-2
NC(=O)c1ccsc1NC(=O)CS(=O)(=O)c1ccc(F)cc1	-0.3	1	-2

Given with values ahead of the structure: 6 of the compounds above
CRFR2-BP ag	CRFR2-BP antag	GalR3 antagonist	Molecule
-1.7	1	-1	CCOc1cc(N2CCOCC2)c(OCC)cc1NC(=O)CSc1nnc(N)s1
-0.8	-2	-2	O=C(c1ccc(NS(=O)(=O)c2ccc3[nH]c(=O)[nH]c3c2)cc1)N1CCCCC1
-0.6	3	-7	COc1cc(S(=O)(=O)Nc2ccc3nc(C)sc3c2)ccc1NC(C)=O
0.1	-7	-5	COc1ccc(CN(CCCn2cnc3c(OC)ncnc32)CCCn2cnc3c(OC)ncnc32)cc1
-0.1	-2	6	COC(=O)C1=C(C)NC(C)=C(C(=O)OC)C1C(=O)OCc1nc2cc(C(=O)OC)ccc2c(=O)[nH]1
-1.8	-3	-5	COc1ccc(CNC(=O)COC(=O)c2ccc(C)c(S(=O)(=O)N3CCOCC3)c2)cc1OC

(list continues)
SMILES	CRFR2-BP ag	CRFR2-BP antag	GalR3 antagonist
COc1ccc(C(=O)OCC(=O)c2ccc[nH]2)c(OC)c1	-2.1	6	-6
O=C1N[C@H](Cc2c[nH]c3ccccc23)COC(=O)[C@H](Cc2ccc(F)cc2)C/C=C\C[C@H]1CC(=O)N(CCO)Cc1ccccc1	-2.6	-2	-1
CS(=O)(=O)c1ccccc1C(=O)Nc1ccc(S(=O)(=O)N2CCCC2)cc1	-2.0	2	-5
CCOC(=O)NC(=S)Nc1cccc(C)n1	-1.5	11	-9
O=C(COC(=O)c1nc(Cl)ccc1Cl)NNC(=O)c1ccccc1	-0.5	28	1
Cc1ccccc1OS(=O)(=O)c1cccc([N+](=O)[O-])c1	-0.8	-6	1
O=C(/C=C/c1ccccc1Cl)OCC(=O)N1CCc2ccccc21	0.5	-15	-5
Cc1ccc(C(=O)Nc2ccc(S(=O)(=O)N3CCOCC3)cc2)cc1Br	0.6	2	1
c1ccc(COc2ncnc3c2ncn3CCCN2CCN(Cc3cccc4ccccc34)CC2)cc1	1.3	-2	-5
CC(C#N)Sc1ccc(S(=O)(=O)N(C)C2CCCCC2)cn1 (centres undefined)	0.9	9	-4
CCOc1ccc(S(=O)(=O)Nc2ccc(C(=O)N(CC)CC(=O)NCc3cccs3)cc2)cc1	-0.7	-1	-7
CC1(c2ccc3ccccc3c2)NC(=O)N(CC(=O)Nc2ncccc2O)C1=O (centres undefined)	6.3	-16	-5
Nc1c(N=O)c(=O)[nH]c(=O)n1-c1ccccc1	-1.3	7	-3
CC(C)C[C@@H](CN1CCCC1CN1C(=S)NC[C@@H]1Cc1ccc(O)cc1)N1C[C@H](Cc2ccccc2)N(CC2CCCCCC2)C1=S (some centres undefined)	-0.1	-12	-2
C[C@@H]1CN([C@@H](C)CO)C(=O)CCCn2nncc2CO[C@H]1CN(C)C(=O)c1ccc(N2CCN(C)CC2)cc1	4.5	-1	-5
COc1cccc(-c2nc3n(n2)CCc2ccccc2-3)c1	4.5	-9	-6
O=C(CCCOc1ccc(Cl)cc1Cl)NC(Cc1ccccc1)C(=O)O (centres undefined)	-1.0	1	-4
COc1ccc(S(=O)(=O)N(C)C)cc1NC(=O)C1CCN(c2ncnc3sc(C)c(C)c23)CC1	-0.1	13	-5
COC(=O)c1ccccc1NC(=O)CN1C(=O)c2ccccc2C1=O	-0.5	-10	3
CC1CC(C)(C)CC2(C1)NC(=O)N(CC(=O)OCc1ccc(Br)cc1)C2=O (centres undefined)	-0.5	-24	-4
COc1ccc(-c2c(-c3cc(OC)cc(OC)c3)n(C)c3ccc(-c4ccc(S(N)(=O)=O)cc4)cc23)cc1	-0.4	5	-4
N#Cc1ccc(C=NN2CCCCCC2)cc1	-1.7	-3	1
S=C(NCCN1CCOCC1)C(=S)NCCN1CCOCC1	3.2	-20	-3
O=C(COc1coc(CN2CCN(c3ccccc3)CC2)cc1=O)Nc1ccccc1	-0.9	1	-2
O=C(COC(=O)Cc1ccccc1F)Nc1ccc2[nH]c(=O)[nH]c2c1	-1.6	8	2

Carrying on.
SMILES	CRFR2-BP ag	CRFR2-BP antag	GalR3 antagonist
O=C(NC1=NCCS1)c1cccc(S(=O)(=O)N2CCOCC2)c1	-0.7	-5	-5
COCCn1c(C)cc(C(=O)COC(=O)c2[nH]c(C)c(C(C)=O)c2C)c1C	4.8	0	-7
Cc1cccc(OCC(=O)NCC(C)(C)N2CCOCC2)c1	-0.3	0	-7
O=C(c1ccc(Cl)c(S(=O)(=O)N2CCc3ccccc32)c1)N1CCN(c2ccccc2O)CC1	-0.2	1	-4
COC(=O)C12OCC34C(CC5C(C)=C(O)C(=O)CC5(C)C3C(O)C1O)OC(=O)C(OC(=O)C=C(C)C)C24 (centres undefined)	0.7	5	-3
CCOc1ccc(NC(=O)CN(C)C(=O)c2ccc3nc(CC)c(CC)nc3c2)cc1OCC	-0.9	-11	-2
Cc1ccc(C(=O)NNC(=O)c2ccc(NS(=O)(=O)c3cccs3)cc2)o1	-0.5	-6	-3
O=C(Nc1ccc(Cl)cc1F)C1CCCN(C2=NS(=O)(=O)c3ccccc32)C1 (centres undefined)	-0.6	18	-4
CCCCn1c(N)c(N(CC)C(=O)CSc2nnc(-c3ccco3)n2CC)c(=O)[nH]c1=O	1.1	-7	-1
COc1ccc(Cc2nnc(SCC(=O)Nc3cc(Cl)ccc3C)[nH]c2=O)cc1	0.4	21	-5
CC1(c2nnc(Cc3ccccc3)o2)CC(c2ccccc2F)=NO1 (centres undefined)	-1.3	5	-5
CCCCCCSc1ccc([C@@H]2[C@H]3C(=O)N(CC)C(=O)[C@H]3[C@]3(C(=O)OC)CCCN23)cc1	0.6	-1	-4
Cn1sccc1=O	-0.3	-17	-5
Cc1ccc(S(=O)(=O)N(CC(=O)Nc2ccc(F)cc2)C(=O)N2CCN(C)CC2)cc1	-1.0	5	-1
CCOc1ccccc1-n1ccn(CC(=O)Nc2ccc(Br)cc2F)c(=O)c1=O	-2.7	13	-4
COc1cccc(NC(=O)CN(C)CC(=O)NCc2ccc3c(c2)OCO3)c1	-0.2	-1	-3
Cc1ccc(OCc2ccc(C(=O)NCC3CCCO3)cc2)cc1C (centres undefined)	-1.8	1	-6
CCOC(=O)C1=C(CC)Nc2ccccc2N=C1NC(=O)c1cc(C)on1	-0.3	-2	-3
CC(C)C(=O)N[C@H]1CCC2C3CC=C4C[C@@H](O)CC[C@]4(C)C3CC[C@@]21C (some centres undefined)	0.1	-14	-5
CCC1(CC)Cc2ccccc2-c2[nH]c(=S)[nH]c(=O)c21	-7.2	-21	-4
CC(C)(C)S(=O)(=O)c1ccccc1-c1noc(-c2ccccc2)c1C(N)=O	0.9	-14	-3
COc1ccc(CN(C)CC(=O)NCC(=O)Nc2c(C)cccc2C)cc1	-4.0	5	-7
COc1cc(N=Nc2ccc(C)cc2S(N)(=O)=O)c(C)cc1N	2.3	2	-4
COc1ccc([C@H]2C[C@@H](n3cc(-c4ccc(F)cc4)nn3)[C@H](O)CN2Cc2cccs2)cc1	8.8	-2	-5
CCN1C(=O)[C@@H]2[C@H](C1=O)[C@@H]1C(=O)Nc3ccccc3C(=O)N1[C@@H]2c1ccc(Br)cc1	3.2	-1	-10

Three of these compounds, set out differently.
Under each structure – CRFR2-BP ag | CRFR2-BP antag | GalR3 antagonist
> CC1(c2nnc(Cc3ccccc3)o2)CC(c2ccccc2F)=NO1 (centres undefined)
  -1.3 | 5 | -5
> CCCCCCSc1ccc([C@@H]2[C@H]3C(=O)N(CC)C(=O)[C@H]3[C@]3(C(=O)OC)CCCN23)cc1
  0.6 | -1 | -4
> Cn1sccc1=O
  -0.3 | -17 | -5

(next part)
SMILES	CRFR2-BP ag	CRFR2-BP antag	GalR3 antagonist
CCN(C[C@H]1N[C@@](CC)(C(=O)OC)[C@H]2C(=O)N(C)C(=O)[C@@H]12)C(=O)Nc1ccc(C(F)(F)F)cc1	1.5	10	-7
Cc1ccc(NC(=O)c2cc(S(=O)(=O)N3CCCCC3)ccc2N2CCOCC2)c(C)c1	-0.5	2	1
CN(C)C(=O)CCc1ccc2c3c([nH]c2c1)[C@]1(C)[C@@H](C(=O)N2CCCCC2)C[C@H](CC(=O)NC(C)(C)C)C(=O)N1CC3	-0.6	-8	-3
Cc1nn(CC(=O)NC2CCCC2)c(C)c1[N+](=O)[O-]	1.3	6	-8
Cc1cccc([N+](=O)[O-])c1NC(=O)COC(=O)C1CC2CCCC(C1)C2=O (centres undefined)	-0.1	8	0
Cc1ccc(S(=O)(=O)NNC(=O)c2cc([N+](=O)[O-])c(C)c([N+](=O)[O-])c2)cc1	0.7	5	-2
COc1ccc(C(=O)Nc2ccc(Cl)cc2F)cc1S(=O)(=O)N1CCCC1	-0.6	12	-2
COc1ccccc1NS(=O)(=O)c1cccc(NS(=O)(=O)c2ccc(Cl)c(C(=O)O)c2)c1	-3.2	-3	-3
CSc1ncccc1C(=O)OCC(=O)N1CC(=O)Nc2ccccc21	0.3	7	6
COc1cc(C(=O)OCC(=O)NCC2CCCO2)cc(OC)c1OC (centres undefined)	-0.6	6	-4
CC(C)(C)OC(=O)NCCCC[C@@H](C(=O)NCCCCCCCCCCC(=O)N1CCN(C(=O)OC(C)(C)C)CC1)n1cc(CCO)nn1	-0.7	9	0
Nc1c(Cl)cc(C2=NCCn3nc4cc(C(F)(F)F)ccc4c32)cc1Cl	-0.8	-5	-1
COC(=O)C[C@H]1C[C@H]2c3cc(NC(=O)CC4CC4)ccc3O[C@H]2[C@H](CO)O1	0.2	-1	-3
CC1Sc2ccc(C(=O)Nc3ncccc3O)cc2NC1=O (centres undefined)	-0.9	0	1
Nn1c(SCC(=O)N2CCCC2)nnc1-c1cccs1	-0.9	1	-6
Cc1ccc(C(=O)CCC(=O)OCC(=O)Nc2cc(S(=O)(=O)N(C)C)ccc2C)cc1	0.1	-5	1
Cc1ccc(COC(=O)CCN=C2NS(=O)(=O)c3ccccc32)cc1	1.0	1	1
CN(/N=C/c1ccccc1)C(=S)c1ccccc1	-3.8	12	7
Cc1onc(-c2ccccc2)c1C(=O)OCC(=O)N(C)c1c(N)n(Cc2ccccc2)c(=O)[nH]c1=O	-1.4	7	-5
COc1ccc(-c2ccc3c(c2)c(C#Cc2ccsc2)c(-c2cc(OC)cc(OC)c2)n3C)cc1	2.8	-3	-6
CC(C)(C)c1ccc(NC(=O)C2=CN3CCS(=O)(=O)N=C3C=C2)cc1	0.2	4	1
O=C(COC(=O)/C=C/c1ccccc1[N+](=O)[O-])NC(=O)NC1CCCC1	0.1	4	1
